mIDH1 inhibitor: blocks human mutant IDH1 R132H enzyme; 390,000 tested, 0.093% active; IDH1-R132H enzyme, NADPH consumption, diaphorase/resazurin fluorescence; Potency, µM (series often up to 76.6 µM), inactives show at the highest dose activity change, negative = inhibition, actives largely listed as inhibitors; O75874; further: potency means the concentration at half of the fitted maximal effect; on the % scale 0 is the no-effect control and ±100 the full control effect; nearly all actives have a fitted effect of over 65% in size
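IDH1-R132H (0.5 ug/mL) preincubated 30 min with compound, then NADPH (0.016 mM) and alpha-KG (2 mM) added; 80 min at RT, pH 7.5. Remaining NADPH coupled via diaphorase/resazurin to fluorescence (540/590 nm); concentration-response curves normalized to no-enzyme control.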
GLS inhibitor: inhibitors of human glutaminase (GLS); O94925; GLS enzymatic activity, qHTS titration; Potency, µM (highest dose often 45.5 µM), for the others: top-dose activity change, negative = inhibition, hits mostly inhibitors; 410,000 tested, 0.21% active; AID 624170; further: potency means the concentration at half of the fitted maximal effect; on the % scale 0 is the no-effect control and ±100 the full control effect
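hKGA in 45 mM KH2PO4 pH 8.2, 0.02% Tween-20 with pin-transferred compounds; 1 mM L-glutamine (stock) plus glutamate oxidase/HRP/Amplex Red coupling added. Fluorescence read initially and after 30 min at RT.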
USP1-UAF1 inh: USP1/UAF1 (human) deubiquitinase inhibition. O94782. recombinant USP1/UAF1, Ub-Rhodamine cleavage fluorescence. Potency, µM (titrated, usually from 57.1 µM), inactives show at the top dose activity change, negative = inhibition, actives largely listed as inhibitors. 390,000 tested, 0.23% active; further: potency means the concentration at half of the fitted maximal effect; on the % scale 0 is the no-effect control and ±100 the full control effect; nearly all actives have a fitted effect of over 60% in size; inactives centre near -12
Target sequence (O94782 whole entry, looked up): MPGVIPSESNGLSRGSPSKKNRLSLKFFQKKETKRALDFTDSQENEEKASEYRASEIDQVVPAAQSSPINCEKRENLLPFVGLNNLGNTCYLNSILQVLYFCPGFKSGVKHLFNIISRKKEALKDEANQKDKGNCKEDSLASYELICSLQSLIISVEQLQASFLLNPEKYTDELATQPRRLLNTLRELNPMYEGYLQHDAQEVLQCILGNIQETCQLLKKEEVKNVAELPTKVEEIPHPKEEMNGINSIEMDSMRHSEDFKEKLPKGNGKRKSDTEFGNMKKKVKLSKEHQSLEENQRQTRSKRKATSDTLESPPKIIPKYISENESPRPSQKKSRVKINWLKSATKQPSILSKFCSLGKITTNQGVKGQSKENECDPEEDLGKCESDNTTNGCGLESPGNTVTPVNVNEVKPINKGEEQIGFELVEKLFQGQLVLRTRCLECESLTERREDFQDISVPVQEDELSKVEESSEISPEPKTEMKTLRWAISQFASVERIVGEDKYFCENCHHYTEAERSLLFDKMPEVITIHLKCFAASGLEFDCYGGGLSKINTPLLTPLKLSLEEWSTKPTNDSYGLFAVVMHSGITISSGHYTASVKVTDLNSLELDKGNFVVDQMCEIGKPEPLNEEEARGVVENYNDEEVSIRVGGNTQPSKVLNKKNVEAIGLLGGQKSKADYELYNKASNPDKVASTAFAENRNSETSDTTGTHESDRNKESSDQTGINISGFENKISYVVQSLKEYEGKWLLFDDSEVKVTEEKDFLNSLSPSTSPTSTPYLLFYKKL
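Step one: compound is pinned into 1nM USP1/UAF1 in HEPES pH 7.8 buffer with TCEP. Step two: 15 min room-temperature incubation. Step three: Ub-Rho (150nM final) starts cleavage, tracked by fluorescence over six one-minute reads.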
Pin1 inhibitor: inhibitors of human Pin1; 390,000 tested, 0.009% active; Potency, µM (highest dose often 115 µM), for inactives: at the top dose activity, negative = inhibition, hits mostly inhibitors; Q13526; Pin1 FP peptide displacement, HiFluor488, 10 min; active means well fitted inhibition curve with a large enough effect in the polarisation, with a control signal flat, not every such curve was filed as active; inconclusive means small, poorly fitted or top-dose-only effect, or effect the other way, or a change in a side signal; inactive means no such curve, though single readings can be large or run the other way; the % refers to the polarisation; further: potency means the concentration at half of the fitted maximal effect; on the % scale 0 is the no-effect control and ±100 the full control effect
TrxR1 substrate: substrates of rat thioredoxin reductase 1; O89049; purified TrxR1 substrate turnover, NADPH consumption readout; Potency, µM (highest dose often 114 µM), for inactives: at the highest dose activity change, negative = substrate turnover; 390,000 tested, 0.01% active; AID 588456; further: potency means the concentration at half of the fitted maximal effect; on the % scale 0 is the no-effect control and ±100 the full control effect; nearly all actives have a fitted effect of over 50% in size
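Rat TrxR1, dispensed at 90 nM, was prereduced with 400 uM NADPH (final) for 5 min at ~22 deg C, then incubated with compound 15 min before 400 uM selenite. A first-read NADPH fluorescence drop versus no-compound background flagged substrates.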
HP1b chromo inh: inhibitors of HP1-beta chromodomain binding to methylated histone tails; AID 540317; Potency, µM (top dose mostly 114 µM), for the others: at the highest dose activity change, negative = inhibition, usual class: inhibitors; P83916; AlphaScreen HP1-beta / biotin-H3K9me3 peptide binding; 390,000 tested, 0.56% active; further: potency means the concentration at half of the fitted maximal effect; nearly all actives have a fitted effect of over 70% in size; inactives centre near 23
Target sequence (P83916 whole entry, looked up): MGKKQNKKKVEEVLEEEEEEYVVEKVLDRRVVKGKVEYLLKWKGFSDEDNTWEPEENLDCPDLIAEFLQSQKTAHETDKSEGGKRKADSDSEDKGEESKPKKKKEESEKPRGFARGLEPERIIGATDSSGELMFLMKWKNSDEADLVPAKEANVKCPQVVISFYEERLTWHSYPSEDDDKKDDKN
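AlphaScreen: HP1-beta (50 nM) preformed 30 min with biotin-H3(1-18)K9me3 peptide (50 nM) in PBS pH 7.4, 0.01% Tween-20. Compound added for 30 min at RT, then streptavidin donor/nickel chelate acceptor beads (10 ug/mL) for 30 min.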
TrxR1 inh: inhibitors of rat thioredoxin reductase 1; recombinant rTrxR1, NADPH fluorescence consumption, selenite substrate; Potency, µM (titrated, usually from 114 µM), without a hit: at the top dose activity change, negative = inhibition, usual class: inhibitors; 390,000 tested, 1% active; AID 588453; O89049; further: potency means the concentration at half of the fitted maximal effect; on the % scale 0 is the no-effect control and ±100 the full control effect; nearly all actives have a fitted effect of over 65% in size
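Rat TrxR1 (90 nM in the dispensed reagent) was pre-reduced with 400 uM NADPH for 5 min at room temperature, then incubated with compound for 15 min. After 400 uM selenite was added, NADPH fluorescence (Ex 340/Em 450 nm) was followed for 8 min.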
Tb PGK inh: T. brucei PGK inhibition; PGK/GAPDH coupled, Kinase-Glo luminescence, 60 min; 380,000 tested, 0.043% active; Potency, µM (doses to about 57.5 µM), for the others: top-dose activity change, negative = inhibition, hits mostly inhibitors; P07378; further: potency means the concentration at half of the fitted maximal effect; on the % scale 0 is the no-effect control and ±100 the full control effect; nearly all actives have a fitted effect of over 60% in size
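Recombinant glycosomal PGK reaction used 1,3-bisphosphoglycerate generated in-well by GAPDH (100nM final) in 100mM TEA pH 7.6, 5mM MgCl2, 0.01% Tween-20. After 60 minutes at room temperature, ATP was read by Kinase-Glo Plus luminescence end-point.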
PI4K2A inh: inhibitors of human PI4K2A; 420,000 tested, 0.13% active; activity change, negative = inhibition, % at 76.9 µM; purified PI4K2A, ADP-Glo luminescence, 1 h; active compounds read low; in the data active means activity change below about -50%; inconclusive means mostly about -30% to -49%;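 further: -100% = wells without enzyme as full effect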
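In this quantitative HTS, ADP production by PI4K2A was quantified luminescently after 1 h at ambient temperature; 100 microM adenosine served as plate-quality control.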
* marks the source's active call; other numbers are inactive results; i = inactive; ? = inconclusive; · = no result given; & = joins results of further samples; [ ] = another dose, or the depositor's remark. Unless noted, the call rests on the fitted dose curve; in most records, active means well fitted curve in the direction sought with a large enough effect; inconclusive means small, poorly fitted or top-dose-only effect, or another doubt; inactive means no such curve, though single readings can be large; an effect the other way counts as inactive or inconclusive.

SMILES	mIDH1 inhibitor	GLS inhibitor	USP1-UAF1 inh	Pin1 inhibitor	TrxR1 substrate	HP1b chromo inh	TrxR1 inh	Tb PGK inh	PI4K2A inh
CN(Cc1ccc(Cl)cc1Cl)C(=O)CNC(=O)c1ccc2c(c1)OCO2	1%	8%	-5%	-1%	-16%	?	-23%	-2%	2
Cc1[nH]c2ccc(C(C)C)cc2c1CC(=O)O	27%	?	-13%	-1%	4%[57.1 µM]	-5%	4%[57.1 µM]	0%	-7
O=C(c1ccc2c(c1)OCO2)N1CCN(S(=O)(=O)N2CCCCC2)CC1	-3%	2%	-18%	1%	0%[57.1 µM]	-28%	4%[57.1 µM]	-7%	2
CCOc1ccc(N2CC(C(=O)N3CCc4ccccc4C3)CC2=O)cc1 (centres undefined)	0%	14%	-2%	-2%	-6%	9%	-5%	2%	-6
CCN(CCNC(=O)C1CCC(=O)N1Cc1ccc(C)cc1)c1ccccc1 (centres undefined)	1%	-3%	-18%	-1%	3%	28%	16%	-1%	-2
CCOc1ccc(NC(=O)CN(C)C(=O)COc2cccc(CC)c2)cc1OCC	-1%	-2%	-11%	-2%	-1%	5%	13%	-10%	-4
Cn1cccc1C(=O)NC(=O)COC(=O)c1ccc(O)cc1	2%	9%	-14%	-1%	6%	9%	20%	i	0
O=S(=O)(c1ccccc1)N1CCN(c2cccc(Cl)c2)CC1	1%	-10%	-24%	0%	5%	71%[activator]	28%	-2%	4
CCn1c(=O)c2cc(C(=O)NCCC(C)C)sc2c2ccccc21	15%	-14%	?	6%	15%	40%[activator]	39%	i	-8
Cc1cc2oc(C(=O)N(Cc3ccccc3F)C3CCS(=O)(=O)C3)c(C)c2cc1Cl (centres undefined)	-7%	1%	-10%	11%	-9%	36%	18%	i	3
CC1(c2nnc(Cc3ccccc3)o2)CC(c2cccc([N+](=O)[O-])c2)=NO1 (centres undefined)	-8%	1%	-11%	-1%	4%	25%	-12%[57.1 µM]	7%	2
COc1ccc(S(=O)(=O)NCCC(=O)N2CCCC2)cc1N(C)S(C)(=O)=O	1%	-3%	2%	-4%	5%[57.1 µM]	-4%	23%[57.1 µM]	i	3
Nc1[nH]n2c(=O)c3c(nc2c1N=Nc1ccccc1)CCCC3	10%	24%	-2%	-1%	9%[57.1 µM]	-37%	18%[57.1 µM]	-8%	5
COc1ccc(C(C)C)cc1S(=O)(=O)NCC1CCCO1 (centres undefined)	6%	7%	-2%	0%	12%	24%	34%[activator]	-14%	-2
CCOC(=O)C1CCCN(CC(=O)NC2=Nc3ccccc3N=C(C)C2c2ccccc2)C1 (centres undefined)	0%	-4%	-10%	6%	-6%	32%	-10%	i	4
COc1ccc(OC)c(Nc2c3c(nc4ccccc24)CCC3)c1	0%&-1%	0%&4%	-9%&-12%	-10%&-11%	-7%&-3%	8%&-17%	12%&31%	-4%&-6%	2&-1
Cc1ccc2c(CC(=O)Nc3ccc(S(=O)(=O)N4CCCCC4)cc3)coc2c1C	7%	0%	-14%	23%	0%	14%	17%	-3%	0
Nc1c(C(=O)NCc2ccccc2)nnn1Cc1cccc(Br)c1	-12%	-8%	-12%	4%	-3%	17%	3%	i	-6
COC(=O)CN(c1cccc(OC)c1)S(C)(=O)=O	-11%	-5%	-16%	0%	0%[57.1 µM]	9%	-4%[57.1 µM]	-7%	8
COCCNC(=O)c1ccc(-n2c(SCc3cccnc3)nc3ccccc3c2=O)cc1	-6%	-5%	-3%	-15%	4%[57.1 µM]	8%	21%[57.1 µM]	-2%	-3
COc1cc(Cl)ccc1OCc1cc(C(=O)NCC(C)c2ccccc2)no1 (centres undefined)	8%	1%	-13%	19%	7%	43%[activator]	34%	-1%	-8
O=C(COC(=O)c1ccc(NS(=O)(=O)c2ccc3c(c2)OCCO3)cc1)NC1CCS(=O)(=O)C1 (centres undefined)	3%	-2%	-24%	-6%	-1%	57%[activator]	9%	i	2
Cc1ccc(-c2csc(NC(=O)c3cccc(S(=O)(=O)N4CCN(C)CC4)c3)n2)cc1	2%	2%	4%	5%	-6%[57.1 µM]	1%	7%[57.1 µM]	1%	6
COc1ccccc1C1CCN(C(=S)Nc2ccc(Br)cc2)CC1	-4%	-11%	-33%	5%	0%	-13%	14%	-3%	4
Cc1cc2c(c(C)c1Cl)C(c1ccc3c(c1)OCO3)CC(c1ccccc1)O2 (centres undefined)	·	·	·	12%&0%	2%&-1%	-5%&49%	3%&9%	·	·
CC1(C)CC(=O)C=C(c2cccc3c2Oc2ccccc2S3)C1	-9%	1%	?	33%[activator]	4%	62%[activator]	21%	i	-5
COCCOC(=O)c1c(C)oc2ccc(OS(C)(=O)=O)cc12	-8%	2%	-20%	1%	-9%	29%	-9%	-5%	8
CCCNCc1cc(OC)c(OCCC)cc1Cl	2%	-4%	-9%	-9%	-3%	49%[activator]	-2%	2%	-6
COC(=O)Cc1ccc(NC(=S)NCCCO)cc1	-1%	7%	-19%	-7%	-3%	0%	-6%	6%	5
O=C(N/N=C\c1ccc(OCC(=O)N2CCCC2)cc1)C(=O)Nc1ccccc1F	1%	5%	-3%	2%	0%[57.1 µM]	7%	-12%[57.1 µM]	-1%	0
Cc1nn(-c2ccccc2Cl)c2sc(C(=O)Nc3nnc(C4CC4)s3)cc12	-3%	0%	4%	0%	9%	6%	20%	-4%	0
CSc1ccc(CN(C)C(=O)c2cccc(S(=O)(=O)NCc3ccccc3)c2)cc1	-13%	4%	-25%	6%	-3%	29%	9%	1%	-1
COc1ccc(Br)c(C(=O)OCc2cc(=O)oc3cc(C)ccc23)c1	-1%	1%	-21%	22%	3%[57.1 µM]	14%	9%[57.1 µM]	6%	-4
COc1cccc(-n2cc(C(=O)NCc3ccc(C)cc3)c3ccccc3c2=O)c1	12%	6%	-6%	-12%	7%	60%[activator]	8%	-5%	6
Cc1ccc(S(=O)(=O)N2CCN(c3nc(-c4ccc(CN5CCNCC5)s4)nc4ccccc34)CC2)cc1	·	·	·	26%	-7%	-20%	-3%	·	·
CN1CCN(C2=NCCO2)CC1	13%	4%	-16%	-13%	7%	18%[57 µM]	17%	-4%	1
CCOC(=O)C1=C(C)N(CCCC(=O)O)C(=O)NC1c1ccccc1OS(=O)(=O)c1ccccc1[N+](=O)[O-] (centres undefined)	14%	8%	3%	-10%	3%	26%	9%	-8%	-3
CCOC(=O)c1ccc(NC(=O)Cn2cnc(S(=O)(=O)N3CCCC3)c2)cc1	-5%&11%	2%&6%	-11%&-18%	-10%&-3%	3%	47%&47%[activator]	32%	-6%&8%	4&-1
Nc1nc(SCC(=O)Nc2ccc(Cl)c([N+](=O)[O-])c2)n[nH]1	-1%	?	-10%	3%	-1%	35%	27%	-1%	-6
COc1ccc(Cl)cc1-c1csc(N)n1	7%	-9%	-25%	-3%	6%	-14%	11%	-2%	2

Entries of single compounds as entered above. Values in the order: mIDH1 inhibitor	GLS inhibitor	USP1-UAF1 inh	Pin1 inhibitor	TrxR1 substrate	HP1b chromo inh	TrxR1 inh	Tb PGK inh	PI4K2A inh
Listed for CCOC(=O)c1ccc(NC(=O)Cn2cnc(S(=O)(=O)N3CCCC3)c2)cc1 : -5%&11%	2%&6%	-11%&-18%	-10%&-3%	3%	47%&47%[activator]	32%	-6%&8%	4&-1
Listed for Cc1ccc(-c2csc(NC(=O)c3cccc(S(=O)(=O)N4CCN(C)CC4)c3)n2)cc1 : 2%	2%	4%	5%	-6%[57.1 µM]	1%	7%[57.1 µM]	1%	6

New compounds follow.
SMILES	mIDH1 inhibitor	GLS inhibitor	USP1-UAF1 inh	Pin1 inhibitor	TrxR1 substrate	HP1b chromo inh	TrxR1 inh	Tb PGK inh	PI4K2A inh
CCCN(CCC)C(=O)c1oc2ccccc2c1NC(=O)Cc1cccc(OC)c1	-4%	5%	-11%	-5%	-6%	57%[activator]	18%	-5%	-1
CCCCCCCC(=O)NNC(=O)c1c(O)c2ccccc2[nH]c1=O	-1%	0%	-15%	-1%	-2%	78%[activator]	14%	2%	-1
O=C(N=C1SC2CS(=O)(=O)CC2N1c1ccc(Br)cc1Cl)C1CC1 (centres undefined)	0%	-5%	-12%	-10%	2%	27%	13%	-1%	4
CC(C)CC(=O)NC(=S)Nc1ccc(Cl)cn1	-5%	13%	-9%	-1%	-14%	40%[activator]	-14%	i	-5
O=C(CN1CCc2ccccc21)NC(c1ccccc1)c1ccccc1	0%	8%	0%	21%	-5%	10%	7%	-2%	-1
CCN1C(=O)/C(=C/C=C2/Sc3ccccc3N2CCO)SC1=S	20%	0%	-16%	47%[activator]	2%[57.1 µM]	-21%	26%[57.1 µM]	i	-7
C/C(=N\Nc1ccccc1[N+](=O)[O-])c1ccc(N2CCOCC2)cc1	1%	0%	-10%	-3%	-13%[57.1 µM]	10µM*	27%[57.1 µM]	-3%	-6
Cc1nc(SCC(=O)Nc2ccc(N3CCOCC3)cc2)nc(C)c1C	0%	34%[activator]	2%	-4%	5%	27%	16%	0%	-5
Cc1ccccc1NC(=O)CCC(=O)N/N=C/c1cccnc1	-7%	-9%	-10%	-3%	-8%	29%	-8%	-9%	-5
O=C(NCC1CCCO1)c1ccc(CS(=O)(=O)c2ccc(Cl)cc2)o1 (centres undefined)	1%	0%	-19%	1%	5%	8%	13%	5%	4
CCCCOc1ccc(N2C(=O)CC(NCCc3ccc(S(N)(=O)=O)cc3)C2=O)cc1 (centres undefined)	6%	13%	-4%	5%	15%	-4%	33%	-3%	-20

Bioassay records: PubChem BioAssay, National Center for Advancing Translational Sciences (NCATS)

An excerpt (hit frequency here may not be typical).
